A-T KAP1 phos: qHTS Assay for Identifying a Potential Treatment of Ataxia-Telangiectasia; […] A-T fibroblasts, KAP-1 phosphorylation AlphaLISA; neocarzinostatin DNA damage 30 min before lysis; Potency, µM (doses to about 57.5 µM), for the others: top-dose activation, usual class: activators; 320,000 tested, 0.19% active; AID 485349, 2010; note: potency is the fitted concentration of half-maximal effect; % of control where 0% means no effect; nearly all actives have a fitted effect of over 45% in size
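hTERT-immortalized A-T patient fibroblasts ([…]), 500 cells/well in OPTI-MEM, 1% FBS, got compounds for 60 min, then NCS for 30 min at 37C. Lysates were then assayed for phospho-KAP-1 by AlphaLISA (anti-pKAP1 donor, anti-KAP1 acceptor beads), 6 hr at 25C.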
KCNH2 WT inh: qHTS for Inhibitors of KCHN2 3.1: Wildtype qHTS; Voltage-gated inwardly rectifying potassium channel KCNH2 (Homo sapiens), Q12809; U2OS, BacMam KCNH2, thallium flux FluxOr; stronger effect = lower value; activity change, % at 1.84 µM; 340,000 tested, 0.37% active;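 active = maximum activity change below -70%; inconclusive = maximum activity change between -70% and -50%; inactive = maximum activity change above -50%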; note: % is set by controls: 0 for no effect and ±100 for the full control effect
Target sequence (Q12809 whole entry, looked up): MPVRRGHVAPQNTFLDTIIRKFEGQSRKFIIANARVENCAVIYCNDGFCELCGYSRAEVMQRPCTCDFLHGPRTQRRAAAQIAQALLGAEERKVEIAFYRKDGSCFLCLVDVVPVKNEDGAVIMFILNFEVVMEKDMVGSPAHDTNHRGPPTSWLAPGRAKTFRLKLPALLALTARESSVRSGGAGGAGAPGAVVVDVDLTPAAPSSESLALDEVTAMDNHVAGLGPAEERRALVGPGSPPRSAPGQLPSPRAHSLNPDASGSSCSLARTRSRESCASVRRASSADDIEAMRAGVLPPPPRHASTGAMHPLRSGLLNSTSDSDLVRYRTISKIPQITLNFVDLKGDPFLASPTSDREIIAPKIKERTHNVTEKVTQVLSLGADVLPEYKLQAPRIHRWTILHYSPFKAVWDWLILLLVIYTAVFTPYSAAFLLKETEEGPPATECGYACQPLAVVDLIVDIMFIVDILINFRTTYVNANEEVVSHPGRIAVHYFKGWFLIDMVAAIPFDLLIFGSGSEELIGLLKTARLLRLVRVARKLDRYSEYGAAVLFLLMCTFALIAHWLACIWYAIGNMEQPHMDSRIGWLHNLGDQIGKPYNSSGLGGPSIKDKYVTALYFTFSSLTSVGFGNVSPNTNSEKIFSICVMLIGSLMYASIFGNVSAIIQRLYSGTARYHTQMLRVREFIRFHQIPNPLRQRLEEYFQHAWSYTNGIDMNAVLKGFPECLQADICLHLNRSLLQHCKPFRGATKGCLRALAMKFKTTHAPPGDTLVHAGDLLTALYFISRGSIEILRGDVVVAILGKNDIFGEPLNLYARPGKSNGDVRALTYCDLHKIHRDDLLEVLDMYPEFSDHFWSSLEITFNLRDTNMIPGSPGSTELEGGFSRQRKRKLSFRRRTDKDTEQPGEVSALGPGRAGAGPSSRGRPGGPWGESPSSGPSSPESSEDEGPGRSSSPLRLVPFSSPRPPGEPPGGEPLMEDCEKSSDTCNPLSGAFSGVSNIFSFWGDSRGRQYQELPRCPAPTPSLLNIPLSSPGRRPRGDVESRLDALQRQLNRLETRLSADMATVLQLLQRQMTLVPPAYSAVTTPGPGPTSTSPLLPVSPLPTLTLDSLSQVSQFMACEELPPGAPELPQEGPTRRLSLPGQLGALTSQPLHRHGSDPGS
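U2OS cells transduced with wild-type KCNH2 virus are loaded with FluxOr dye for 45 min, and thallium flux is measured in kinetic reads before and after stimulation buffer. Rate constants are normalized to DMSO controls.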
TSHR antag: Antagonists of the Thyroid Stimulating Hormone Receptor: HTS campaign | Thyrotropin receptor (Homo sapiens), P16473 | TSHR-expressing cells, TSH-stimulated cAMP HTRF, 2 h; stronger effect = lower value | activity change, negative = inhibition, % at 11.5 µM | 330,000 tested, 0.2% active | AID 504810, 2011;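 active = activity change below a set negative limit, meaning inhibition stronger than a set level, cut at about -70% in these data; inconclusive = activity change between two set negative limits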; note: % is set by controls: 0 for no effect and ±100 for the full control effect
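Read-out is FRET at 665 nm (cryptate excitation 337 nm) from a cryptate-tagged anti-cAMP antibody, competed by cell cAMP against cAMP-d2. Compounds are tested on freshly harvested TSHR cells challenged with 4nM TSH (EC80) for 2 hours at 37 deg C.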
TCR activator: Activators of T cell receptors: qHTS campaign; primary human leukocytes, anti-CD3, IL-2 HTRF, 48 h; Potency, µM (top dose mostly 9.22 µM), inactives show at the highest dose activation of IL-2 secretion, hits mostly activators; 330,000 tested, under 10 active; note: % of control where 0% means no effect
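Activity was scored as IL-2 release from primary human leukocytes given only a TCR signal (a-CD3 beads) plus compound for 48 hr. Detection used a two-antibody HTRF format read at 665nm.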
KCNH2 3.1 block: qHTS for Inhibitors of KCHN2 3.1: Mutant qHTS | Potassium voltage-gated channel subfamily H member 2, brain isoform KCNH2 3.1 (human) | U2OS KCNH2 3.1, thallium flux FluxOr; stronger effect = lower value | activity change, % (tested at about 1.8 µM) | 340,000 tested, 0.95% active | AID 720553, 2013;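 active = maximum activity change below -70%; inconclusive = maximum activity change from -70% to -50%; inactive = maximum activity change above -50%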;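 note: thallium influx rate constant from kinetic fluorescence after stimulation buffer; % is set by controls: 0 for no effect and ±100 for the full control effect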
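Kinetic fluorescence (2 min after stimulation buffer) measures Tl+ influx through KCNH2 3.1 expressed by viral transduction in U2OS cells; the rate constant is normalized against DMSO controls serving as positive and negative references.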
Mito fusion yeast: qHTS Assay for Small Molecule Inhibitors of Mitochondrial Division or Activators of Mitochondrial Fusion; S. cerevisiae fusion-defective mutant growth rescue, CellTiterGlo 48 h; Potency, µM (titrated, usually from 46.1 µM), for the others: top-dose growth rescue (activation), most hits filed as activators; 320,000 tested, 0.23% active; AID 485298, 2010;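 note: potency is the fitted concentration of half-maximal effect; % of control where 0% means no effect; nearly all actives have a fitted effect of over 45% in size; temperature-sensitive fusion mutants such as fzo1-1 at 37 °C on non-fermentable ethanol glycerol medium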
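Compounds are tested for their ability to restore growth of mitochondrial fusion-defective yeast strains at non-permissive 37C in YPEG medium over 48 hours. Viability is quantified by luciferase luminescence.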
Eya2 inh: qHTS Assay for Inhibitors of the Phosphatase Activity of Eya2; Potency, µM (doses to about 76.9 µM), for the others: at the top dose activity, negative = inhibition, usual class: inhibitors; recombinant Eya2, OMFP fluorescence dephosphorylation (OMFP is methylfluorescein phosphate); Protein phosphatase EYA2 (Homo sapiens), O00167; AID 488837, 2010; 330,000 tested, 0.006% active; note: potency is the fitted concentration of half-maximal effect; % is set by controls: 0 for no effect and ±100 for the full control effect
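Eya2 protein (added as 0.2 uM solution) was preincubated with compound for 10 min at ambient temperature in 50 mM HEPES pH 7.5, 50 mM NaCl, 5 uM MgCl2, 0.05% BSA, 1 mM DTT. OMFP (added at 50 uM) then reacted 10 min; fluorescence read at 485/525 nm.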
TRPV1 agonist: HTS Assay for Compounds that Act as Agonists of the Vanilloid Receptor 1. Transient receptor potential cation channel subfamily V member 1 (Homo sapiens), Q8NER1. TRPV1-expressing cells, Fluo-8 calcium influx, agonist mode. activation, % at 8.33 µM. 320,000 tested, 0.19% active; in the data active = activation above about 80%; inconclusive = between about 30% and that limit; note: 0% is about no effect
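TRPV1-expressing cells were cultured overnight at 35.5C and loaded with Fluo-8 calcium dye for 40 to 90 min at room temperature. After a 10 s baseline, compound was added and calcium influx was read kinetically for 3 min (ex 480/em 520 nm).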
ELG1 repair inh: qHTS screen for small molecules that inhibit ELG1-dependent DNA repair in human embryonic kidney (HEK293T) cells expressing luciferase-tagged ELG1; HEK293T ELG1-luciferase reporter, luminescence, 16 h; DNA damage induced by 5-fluorouridine; Potency, µM (highest dose often 46.1 µM), without a hit: at the top dose activity change, negative = inhibition, hits mostly inhibitors; 330,000 tested, 2.3% active; note: potency is the fitted concentration of half-maximal effect; % is set by controls: 0 for no effect and ±100 for the full control effect; nearly all actives have a fitted effect of over 55% in size
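HEK293T cells expressing luciferase-tagged ELG1 (2,000/well) received 5-Fluorouridine plus compound or DMSO for 16 hr at 37 °C. Luciferase was read by ONE-Glo luminescence after 30 min at room temperature.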
USP2a inh: qHTS Assay for Inhibitors of Ubiquitin-specific Protease USP2a Using CHOP2 as the Reporter | Ubiquitin carboxyl-terminal hydrolase 2 (Homo sapiens), O75604 | USP2 core, Ub-CHOP2 coupled fluorogenic reporter, 485/531 | Potency, µM (titrated, usually from 38.3 µM), inactives show at the top dose activity change, negative = inhibition, hits mostly inhibitors | 330,000 tested, 0.01% active;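 note: potency is the fitted concentration of half-maximal effect; plate controls were DMSO wells for no effect and full inhibition by NEM control for full effect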
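Cell-free coupled assay: 10nM USP2 core preincubated 30min RT with compound in Tris-HCl pH 8.0/CaCl2/CHAPS buffer, then 25nM Ub-CHOP2 and 25nM reporter substrate; fluorescence (Ex 485/Em 531) read after 60min RT, normalized to NEM inhibition, concentration-response curves fitted.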
Starred values were filed as active, the others as inactive; u = inconclusive; x = no result given; [ ] = remark or other dose. Unless noted, calls come from the whole dose curve; as a rule, active = well fitted curve in the direction sought with a large enough effect; inconclusive = small, poorly fitted or top-dose-only effect, or another doubt; inactive = no such curve, though single readings can be large; an effect the other way counts as inactive or inconclusive.

SMILES,USP2a inh,TRPV1 agonist,TSHR antag,ELG1 repair inh,Eya2 inh,A-T KAP1 phos,TCR activator,KCNH2 3.1 block,KCNH2 WT inh,Mito fusion yeast
Cn1c(=O)c2c(nc(N3CCN(Cc4ccccc4)CC3)n2CCCc2ccccc2)n(C)c1=O,-1.5%,0.8,-7.1,11.6µM*,-1.9%,-3.3%,-2.7%,-18.5,7.1,18.0%
Cc1cc(C)c2c(c1)c1nnc(SCCN3CCCCC3)nc1n2C,-0.5%,-3.8,2.3,u,6.3%,5.5%,1.3%,3.0,1.4,4.1%
COc1cc2c(=O)n(Cc3ccccc3)c(=O)n(CC(=O)C(C)(C)C)c2cc1OC,-4.4%,26.1,1.1,0.0%,2.2%,-14.9%,-1.3%,18.2,-2.3,2.4%
COc1cc(C2C(C#N)=C(N)Oc3n[nH]c(-c4cccnc4)c32)ccc1OCC(N)=O (stereo not drawn),2.9%,-1.3,1.2,-0.8%,-3.3%,6.1%,1.6%,-15.1,-7.1,-2.1%
O=C(NNC(=O)c1cccnc1Cl)c1ccc(F)cc1,-0.1%,-2.3,1.8,0.3%,-8.1%,6.3%,2.0%,-17.4,-3.3,2.6%
O=C(COC(=O)c1ccc(O)cc1)Nc1cccc(S(=O)(=O)NC2=NCCC2)c1,-0.2%,-4.5,25.7,25.5%,2.3%,-1.9%,-13.0%,-6.8,0.2,-1.3%
CC(=O)NS(=O)(=O)c1ccc(NC(=S)NC(=O)C2CCC2)cc1,-1.4%,1.5,3.4,1.6%,8.1%,3.7%,-2.1%,16.4,-12.8,0.1%
Cc1ccc(S(=O)(=O)NC(=NCC(=O)O)c2ccccc2)cc1,-3.0%,1.1,-5.5,1.4%,10.0%,-0.7%,-6.2%,-9.5,4.2,-0.2%
CCOC(=O)N1CCN(C(=O)CSc2nnc(C3COc4ccccc4O3)o2)CC1 (stereo not drawn),2.5%,3.2,7.7,1.0%,-4.1%,-0.2%,-1.7%,-4.2,-2.4,12.5%
O=C(Nc1ccnn1C1CCN(Cc2ccc(CO)o2)CC1)c1ccccc1,1.7%,-3.6,24.1,24.9%,5.7%,1.3%,-6.1%,6.2,-10.0,4.2%
CCc1nc(SCC(=O)c2ccc3c(c2)OCCO3)c2ccccc2n1,3.0%,16.8,-30.9,u,3.6%,9.4%,-6.9%,-10.2,20.0,21.2%
S=C(Nc1cccnc1)NC1CCCC1,0.9%,u,0.8,-14.8%,-6.6%,-7.4%,-9.4%[46.1 µM],-6.2,12.3,-0.4%
OC(COC(c1ccc(F)cc1)c1ccc(F)cc1)CN1CCc2ccccc2C1 (stereo not drawn),0.1%,0.8,-11.7,1.3%,-14.9%,0.4%,0.9%[46.1 µM],-109.6*,-29.2,-7.7%
COc1ccc2c(ccn2S(=O)(=O)c2ccccc2)c1,-8.8%,7.1,-9.3,12.9%,2.6%,32.7%,-0.3%,3.9,-13.2,5.0%
CCOC(=O)CC(=O)CSc1ccc2nnc(-c3ccc(F)cc3)n2n1,4.1%,-4.0,8.8,u,16.0%,0.0%,x,4.2,-16.9,11.5%

Carrying on:
SMILES,USP2a inh,TRPV1 agonist,TSHR antag,ELG1 repair inh,Eya2 inh,A-T KAP1 phos,TCR activator,KCNH2 3.1 block,KCNH2 WT inh,Mito fusion yeast
Cc1cc(N2C(=O)[C@@H]3[C@H](C2=O)[C@@H]2C[C@H]3C(Br)C2Br)no1 (stereo partly drawn),-0.7%,-0.5,-5.9,-3.6%,13.9%,-8.2%,14.1%,-10.2,1.3,2.7%
O=C(NC1CCCCC1)c1cc(-n2cnnc2)ccc1Cl,-0.5%,0.5,7.3,0.0%,0.6%,6.8%,10.4%,2.8,-19.5,-1.8%
CCC(=O)NCCc1nc2ccccc2n1CC(=O)c1ccccc1,-0.4%,-2.9,3.0,u,1.9%,-1.6%,12.6%,36.4,6.1,0.6%
CC(=O)Oc1ccc(-c2ccc(C(=O)OCC(=O)N(C)CC(=O)Nc3ccccc3Cl)cc2)cc1,3.8%,1.6,-23.0,0.7%,5.0%,1.5%,1.3%,x,-3.1,-4.2%
CC(=O)C1=C(C)OC(N)=C(C#N)C1c1ccco1 (stereo not drawn),3.2%,-0.2,-1.3,12.1%,2.1%,6.4%,-12.4%,-8.7,-14.5,-1.3%
NNC(=O)c1cc(-c2ccccc2)sc1N,-9.1%,-4.0,-4.1,-2.0%,0.3%,-8.2%,14.9%,8.0,17.5,-2.4%
Cc1c(Cl)cccc1NC(=S)NCCc1ccc(S(N)(=O)=O)cc1,-0.3%,14.2,-0.3,-15.0%,-4.9%,3.1%,-4.2%[46.1 µM],x,-16.9,-16.5%
O=C(NCc1ccc(F)cc1)c1ccc(S(=O)(=O)Nc2cccc(C(F)(F)F)c2)cc1,2.6%,-3.3,-19.7,-18.2%,-4.4%,8.3%,-2.4%[46.1 µM],-3.5,-5.2,-2.0%
Cc1ccc(S(=O)(=O)N(Cc2ccc(Cl)cc2)c2ccccc2C(=O)NCc2ccco2)cc1,-0.7%,6.4,24.2,u,0.0%,6.6%,2.7%[46.1 µM],-13.0,6.0,23.5%
Cc1onc(-c2ccccc2)c1C(=O)N/N=C/c1ccc(Br)cc1,-1.8%,9.9,-13.0,-27.2%,3.6%,10.2%,1.9%,-19.8,-22.8,-2.3%
CC(C)CN1CCCC(N2CCN(c3cccc(Cl)c3)CC2)C1 (stereo not drawn),-0.2%,2.9,5.9,4.9%,11.7%,2.7%,0.0%,-0.4,25.1,-5.1%
COc1cccc(NC(=O)CN(C)CC(=O)Nc2ccc3c(c2)OCO3)c1,1.1%,x,10.8,-6.7%,-8.3%,6.6%,1.9%[46.1 µM],-15.1,-2.3,x
CCCCCn1cnc2c(=S)nc(N)[nH]c21,2.3%,3.5,29.4,2.0%,23.1%,-2.2%,12.9%,-5.1,1.9,2.5%
NC(=O)N/N=C/c1cccc(OCc2ccc(F)cc2)c1,1.4%,-2.0,1.1,u,-1.9%,-0.3%,7.9%,22.8,3.5,u
Cc1cc(C(C)(C)C)cc(C)c1N,3.0%,3.1,1.6,-1.0%,6.9%,4.8%,-1.7%[46.1 µM],13.7,-2.9,-4.0%

Other structures:
SMILES,USP2a inh,TRPV1 agonist,TSHR antag,ELG1 repair inh,Eya2 inh,A-T KAP1 phos,TCR activator,KCNH2 3.1 block,KCNH2 WT inh,Mito fusion yeast
COc1ccc(S(=O)(=O)N2CCc3ccccc32)cc1C(=O)O,-1.6%,0.1,-0.4,-10.2%,6.3%,-4.9%,-1.8%,4.7,-12.9,1.0%
Cc1cccc(NC(=O)c2ccc(S(=O)(=O)NCc3ccco3)cc2)n1,0.2%,0.8,-14.5,u,5.7%,-8.8%,4.0%,11.2,2.3,3.5%
COc1ccccc1CCNC(=O)C(=O)NCC1OCCN1S(=O)(=O)c1ccc(OC)c(OC)c1 (stereo not drawn),-1.6%,15.4,1.9,20.6µM*,0.4%,2.5%,6.3%,-2.1,-1.4,-0.2%
O=C(NNc1c2ccccc2nc2ccccc12)c1ccccc1O,-12.3%,-1.9,-35.4,u,-9.4%,-14.7%,0.9%[46.1 µM],x,-8.3,19.8%
O=S(=O)(NCc1ccccn1)c1cc(OCC(F)(F)F)ccc1OCC(F)(F)F,0.9%,6.0,1.4,-10.5%,-1.7%,5.6%,-9.7%,-27.8,-4.9,2.2%
O=C(CNC(=O)C1CCCCC1)OCC(=O)c1ccc(F)cc1,-1.0%,-3.8,-8.1,-16.8%,2.3%,-1.9%,-2.4%,7.4,16.4,4.5%
CNc1ccc([N+](=O)[O-])cc1C(=O)O,2.8%,1.8,-6.5,-3.4%,8.1%,-3.0%,-8.2%,-9.3,-1.1,2.4%

Screening data deposited in PubChem by National Center for Advancing Translational Sciences (NCATS).

The list is partial; count on the stated rates, not on these rows.
